High-throughput results deposited in PubChem BioAssay by National Center for Advancing Translational Sciences (NCATS).
APEX1 inh: APE1 (human) endonuclease inhibition | P27695 | recombinant APE1, TAMRA/BHQ-2 abasic DNA cleavage fluorescence | Potency, µM (doses to about 65.8 µM), for inactives: at the highest dose activity change, negative = inhibition, hits mostly inhibitors | hit rate 0.35% among 350,000 | AID 2517;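 also: plate controls were vehicle for no effect and reference inhibitor for full effect; nearly all actives have a fitted effect of over 55% in size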
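Incision of a quenched TAMRA/BHQ-2 THF abasic-site duplex (50 nM) by 0.75 nM APE1, after 15 min compound preincubation, measured as fluorescence increase over three 60 s reads. Values normalized to buffer, DMSO and NSC13755 control wells.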
POLI inh: inhibitors of human DNA polymerase iota; Potency, µM (highest dose often 115 µM), for the others: top-dose activity, negative = inhibition, usual class: inhibitors; hit rate 1% among 390,000; AID 588590; Pol iota fluorescent replication assay, 10 min
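Fluorescent replication assay read twice, at 0 min and 10 min after adding 50 nM (final) substrate. Enzyme (10 nM) and compounds were first incubated 15 min at room temperature; enzyme-free buffer wells were negative controls.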
BAZ2B inh: blocks human BAZ2B; Q9UIF8; AlphaScreen BAZ2B-H3K14Ac peptide displacement; Potency, µM (highest dose often 114 µM), for the others: at the top dose activity change, negative = inhibition, most hits filed as inhibitors; hit rate 4.4% among 360,000; AID 504333; also: % is scaled to controls: 0 for no effect and ±100 for the full control effect; nearly all actives have a fitted effect of over 60% in size
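BAZ2B 50 nM plus b-H3(5-23)K14Ac 50 nM, PBS pH 7.4/0.01% Tween-20, 30 min RT; compound added (max 110 uM), 30 min RT; streptavidin donor/Ni-chelate acceptor beads 10 ug/mL final, 20 min dark; AlphaScreen read.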
POLK inh: inhibitors of human DNA polymerase kappa; Potency, µM (doses to about 107 µM), for inactives: at the highest dose activity, negative = inhibition, hits mostly inhibitors; purified Pol kappa, fluorescent DNA synthesis assay, 10 min; hit rate 0.53% among 400,000; Q9UBT6; also: % is scaled to controls: 0 for no effect and ±100 for the full control effect
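Kinetic fluorescence screen: compound preincubated 15 min RT with 10 nM enzyme; 50 nM substrate (final) initiates; reads at 0/10 min.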
Anesthetic bind: binds horse apoferritin like a general anesthetic | P02791 | hit rate 0.074% among 350,000 | Potency, µM (top dose mostly 77.5 µM), for inactives: at the highest dose activity change, negative = displacement, hits mostly inhibitors | apoferritin/1-aminoanthracene competitive binding, fluorescence; also: % is scaled to controls: 0 for no effect and ±100 for the full control effect; nearly all actives have a fitted effect of over 20% in size
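In PBS, apoferritin at 10 uM is loaded with 1-AMA from a 50% saturated solution. After 10 min of compound exposure at ambient temperature, reduced 535 nm fluorescence indicates probe displacement.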
BLM helicase inh: Bloom syndrome helicase (human) inhibition. Potency, µM (titrated, usually from 56.1 µM), for inactives: at the highest dose activity change, negative = inhibition, most hits filed as inhibitors. hit rate 0.2% among 350,000. recombinant BLM DNA unwinding, fluorescence dequenching;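 also: plate controls were vehicle for no effect and no enzyme for full effect; nearly all actives have a fitted effect of over 35% in size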
Target sequence (P54132 whole entry, looked up): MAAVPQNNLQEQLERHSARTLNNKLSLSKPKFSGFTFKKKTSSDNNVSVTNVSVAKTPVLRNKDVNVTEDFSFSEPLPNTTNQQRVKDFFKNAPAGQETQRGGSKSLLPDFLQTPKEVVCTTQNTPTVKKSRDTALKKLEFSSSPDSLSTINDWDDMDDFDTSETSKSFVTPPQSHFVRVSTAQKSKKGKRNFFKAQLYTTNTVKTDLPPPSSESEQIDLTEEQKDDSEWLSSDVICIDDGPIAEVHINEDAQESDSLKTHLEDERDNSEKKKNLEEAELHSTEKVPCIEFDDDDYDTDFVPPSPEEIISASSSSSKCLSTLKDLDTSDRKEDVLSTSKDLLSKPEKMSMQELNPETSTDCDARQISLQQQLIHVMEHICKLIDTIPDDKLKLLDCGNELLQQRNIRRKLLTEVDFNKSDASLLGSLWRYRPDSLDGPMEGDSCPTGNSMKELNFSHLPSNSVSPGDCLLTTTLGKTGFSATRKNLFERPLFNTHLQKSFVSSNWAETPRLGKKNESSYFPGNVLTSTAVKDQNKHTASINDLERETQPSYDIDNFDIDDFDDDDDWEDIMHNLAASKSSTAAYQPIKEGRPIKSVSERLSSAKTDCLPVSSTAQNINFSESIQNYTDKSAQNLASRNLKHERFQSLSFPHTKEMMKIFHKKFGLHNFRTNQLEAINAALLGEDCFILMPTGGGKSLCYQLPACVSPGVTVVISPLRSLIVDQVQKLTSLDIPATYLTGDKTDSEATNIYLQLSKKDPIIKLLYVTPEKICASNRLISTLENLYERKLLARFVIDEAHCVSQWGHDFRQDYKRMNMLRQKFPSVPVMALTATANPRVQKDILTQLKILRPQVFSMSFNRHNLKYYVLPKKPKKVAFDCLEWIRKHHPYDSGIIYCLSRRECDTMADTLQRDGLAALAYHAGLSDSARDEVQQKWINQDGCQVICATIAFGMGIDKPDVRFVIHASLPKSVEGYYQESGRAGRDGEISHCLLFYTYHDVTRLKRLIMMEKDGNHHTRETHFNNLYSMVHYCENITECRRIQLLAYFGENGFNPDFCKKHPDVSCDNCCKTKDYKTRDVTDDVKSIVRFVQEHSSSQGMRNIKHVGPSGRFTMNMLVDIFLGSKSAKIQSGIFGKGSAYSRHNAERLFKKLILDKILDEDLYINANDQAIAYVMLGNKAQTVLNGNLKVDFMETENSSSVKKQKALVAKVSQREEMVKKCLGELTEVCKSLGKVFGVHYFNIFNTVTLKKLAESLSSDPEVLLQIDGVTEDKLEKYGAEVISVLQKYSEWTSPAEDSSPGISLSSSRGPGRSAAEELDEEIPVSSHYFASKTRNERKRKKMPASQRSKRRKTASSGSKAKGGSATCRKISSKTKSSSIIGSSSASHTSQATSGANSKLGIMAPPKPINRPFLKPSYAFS
POLB inh: DNA polymerase beta (human) inhibition; P06746; Pol beta primer extension/strand displacement, fluorescence kinetic; Potency, µM (series often up to 114 µM), without a hit: at the highest dose activity change, negative = inhibition, actives largely listed as inhibitors; hit rate 1.3% among 340,000; AID 485314; also: % is scaled to controls: 0 for no effect and ±100 for the full control effect
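Reaction started by 50 nM substrate onto compound-treated Pol beta (10 nM, 15 min preincubation, room temperature); plates read at 0 min and 10 min. Normalized concentration-effect data fitted by four-parameter Hill equation.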
G9a block: inhibitors of human histone lysine methyltransferase G9a | Q96KQ7 | Potency, µM (top dose mostly 102 µM), inactives show top-dose activity, negative = inhibition, usual class: inhibitors | G9a H3K9 monomethylation, AlphaScreen, 2 h | hit rate 8.8% among 350,000; also: % is scaled to controls: 0 for no effect and ±100 for the full control effect; nearly all actives have a fitted effect of over 75% in size
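G9a (20 nM) was preincubated 15 min with compound, then reacted 2 h at room temperature with 500 nM biotin-H3K9 peptide and 20 µM SAM. Monomethyl-H3K9 detected by AlphaScreen using anti-H3K9me1 antibody.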
Pol eta inh: inhibitors of human DNA polymerase eta. Q9Y253. recombinant Pol eta, fluorescent DNA replication assay. Potency, µM (top dose mostly 114 µM), without a hit: at the top dose activity change, negative = inhibition, most hits filed as inhibitors. hit rate 1.2% among 390,000. AID 588591; also: % is scaled to controls: 0 for no effect and ±100 for the full control effect
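Pol eta at 10 nM preincubated with compounds 15 min at room temperature; reaction started with fluorescent substrate (50 nM final) and read kinetically at 0 and 10 min.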
Numbers without * were called inactive; ? = inconclusive; . = no result given; [ ] = remark or other dose. Calls follow the shape of the dose curve; as a rule, active = well fitted curve in the direction sought with a large enough effect; inconclusive = small, poorly fitted or top-dose-only effect, or another doubt; inactive = no such curve, though single readings can be large; an effect the other way counts as inactive or inconclusive. Potency is read from the fitted curve at half-maximal effect.

entry	structure	Pol eta inh	G9a block	POLK inh	BAZ2B inh	POLB inh	POLI inh	BLM helicase inh	Anesthetic bind	APEX1 inh
1	CCc1ccccc1NC(=O)N1CCC(NC(=O)C(Cc2ccc(OC)c(OC)c2)NC(C)=O)CC1 (configuration not stated)	-3%	6%[59 µM]	-3%	0%	17%	8%	-1%	-10%	-8%
2	CC(C)C[C@H]1CN=C(N(C)C)N1CC1CCCCCC1	-12%	20%[2.33 µM]	-14%	8%	.	?	.	.	-1%
3	O=C(C1CCCN(C2CC(=O)N(c3ccc(Cl)cc3)C2=O)C1)N1CCCC1 (configuration not stated)	-8%	79µM*	-10%	-2%	-8%	29%	1%	-3%	13%
4	CCOc1ccc(CN2CCN(C3CCC3)CC2CCO)cc1 (configuration not stated)	4%	11%	-2%	2%	21%	21%	-10%	-11%	13%
5	CCOC(=O)N1CCN(CC(=O)Nc2sccc2C#N)CC1	-4%	6%	6%	.	5%	3%	-3%	-6%	-3%
6	O=C(COC(=O)CNS(=O)(=O)c1ccc(Br)cc1Cl)NC1CCCC1	-1%	-34%	4%	3%	.	?	.	.	0%
7	CSCCC(NC(=O)c1ccc(Cl)cc1Cl)C(=O)N(C)Cc1nc2ccccc2c(=O)[nH]1 (configuration not stated)	-21%	?	-4%	-30%	.	-8%	.	.	-15%
8	CCCCOc1ccc(/C=C/C(=O)Nc2ccc([N+](=O)[O-])cc2C)cc1	-14%	5%[59 µM]	1%	6%	14%	-10%	-4%	-14%	18%

Of the compounds above, these have a halogen.
entry	structure	Pol eta inh	G9a block	POLK inh	BAZ2B inh	POLB inh	POLI inh	BLM helicase inh	Anesthetic bind	APEX1 inh
3	O=C(C1CCCN(C2CC(=O)N(c3ccc(Cl)cc3)C2=O)C1)N1CCCC1 (configuration not stated)	-8%	79µM*	-10%	-2%	-8%	29%	1%	-3%	13%
6	O=C(COC(=O)CNS(=O)(=O)c1ccc(Br)cc1Cl)NC1CCCC1	-1%	-34%	4%	3%	.	?	.	.	0%
7	CSCCC(NC(=O)c1ccc(Cl)cc1Cl)C(=O)N(C)Cc1nc2ccccc2c(=O)[nH]1 (configuration not stated)	-21%	?	-4%	-30%	.	-8%	.	.	-15%

The main list resumes, repeating the three entries before the break.
entry	structure	Pol eta inh	G9a block	POLK inh	BAZ2B inh	POLB inh	POLI inh	BLM helicase inh	Anesthetic bind	APEX1 inh
6	O=C(COC(=O)CNS(=O)(=O)c1ccc(Br)cc1Cl)NC1CCCC1	-1%	-34%	4%	3%	.	?	.	.	0%
7	CSCCC(NC(=O)c1ccc(Cl)cc1Cl)C(=O)N(C)Cc1nc2ccccc2c(=O)[nH]1 (configuration not stated)	-21%	?	-4%	-30%	.	-8%	.	.	-15%
8	CCCCOc1ccc(/C=C/C(=O)Nc2ccc([N+](=O)[O-])cc2C)cc1	-14%	5%[59 µM]	1%	6%	14%	-10%	-4%	-14%	18%
9	N#CC1=C(N)SC(N)=C(C#N)C1c1cccc(O)c1	-18%	?	-16%	?	-11%	?	-4%	-9%	5%
10	Cc1oc(-c2ccccc2)cc1C(=O)NC(Cc1c[nH]c2ccccc12)C(=O)O (configuration not stated)	?	?	-24%	-39%	?	-14%	-7%	-6%	6%
11	Cc1ccc(-n2c(SCC(=O)N3CCOCC3)nnc2-c2cccnc2)cc1	-6%	10%	-16%	-4%	23%	7%	-1%	-12%	-3%
12	O=C(NCc1ccccc1)c1cccc(S(=O)(=O)NCc2ccccc2)c1	-7%	-6%[59 µM]	-9%	-6%	36%	-17%	0%	-3%	16%
13	COc1cc(S(=O)(=O)N2CCN(C)CC2)ccc1Cl	11%	-2%[59 µM]	-9%	-4%	29%	18%	-10%	-12%	0%
14	Cc1ccc(Cl)cc1N1CCN(CCCNc2ncnc3onc(-c4ccc(Cl)cc4)c23)CC1	-26%	-34%[59 µM]	-17%	-24%	16%	48%[activator]	-1%	-8%	.
15	COc1ccccc1N1C(=O)C(Cl)=C(Nc2ccccc2O)C1=O	-18%	4.5µM*	0%	?	2%	65%[activator]	-14%	?	-12%
16	O=C(NCCC1=CCCCC1)C1CCN(S(=O)(=O)c2cccc3cccnc23)CC1	2%	3%[59 µM]	-1%	-6%	?	-10%	-5%	-5%	-12%

New compounds follow
entry	structure	Pol eta inh	G9a block	POLK inh	BAZ2B inh	POLB inh	POLI inh	BLM helicase inh	Anesthetic bind	APEX1 inh
17	CC(Oc1ccccc1)C(=O)Nc1ccc(S(=O)(=O)NCC2CCCO2)cc1 (configuration not stated)	-14%	23%[12.7 µM]	-3%	13%	2%	17%	0%	3%	0%
18	Cc1cccc(-c2ncc(CN3CCN(CC(C)C)C(CCO)C3)cn2)c1 (configuration not stated)	-24%	-4%[59 µM]	-1%	-19%	19%	175%[activator]	1%	-11%	?
19	COc1ccc([C@@H]2[C@@H]3C(=O)N(C(C)(C)C)C(=O)[C@@H]3[C@]3(CC(C)C)C(=O)N(c4cccc(Br)c4)C(=O)N23)cc1	-10%	.	-15%	-1%	1%	20%	-6%	6%	6%
20	COc1ccc(/C=C/C(=O)N2CCN(C)CC2)cc1S(=O)(=O)N1CCCCC1	-14%	-137%[59 µM]	-21%	-7%	25%	16%	1%	-4%	5%
21	CC(=O)N[C@@H](Cc1c[nH]c2ccccc12)C(=O)OCC(=O)NCc1ccc2c(c1)OCO2	?	-3%	-4%	1%	1%	4%	-2%	-16%	0%
22	COc1cccc(CNC(=O)Cn2c(=O)c3cccn3c3ccc(F)cc32)c1OC	-9%	11%[59 µM]	3%	4%	10%	21%	-2%	25%	.
23	CCOc1ccc(CC(=O)NCCc2sc3nc(-c4ccc(F)cc4)nn3c2C)cc1	-9%	10%[59 µM]	-4%[60.1 µM]	-3%	3%	29%	5%	-11%	.
24	CCCOc1ccc(Oc2cc(C)nc(SC)n2)nn1	6%	-5%[0.501 µM]	-2%	7%	4%	20%	-2%	-8%	-1%
25	CCSc1nnc(NC(=O)c2ccc3c(c2)OCO3)s1	-9%	-12%[59 µM]	-15%	-2%	-26%	?	-2%	0%	-1%
26	O=C(CCN1C(=O)/C(=C/c2ccccc2)SC1=S)NNC(=O)c1cccnc1	-10%	?	-13%	-8%	18%	20%	-5%	2%	1%

By substructure, the compounds so far containing a cyano group
entry	structure	Pol eta inh	G9a block	POLK inh	BAZ2B inh	POLB inh	POLI inh	BLM helicase inh	Anesthetic bind	APEX1 inh
5	CCOC(=O)N1CCN(CC(=O)Nc2sccc2C#N)CC1	-4%	6%	6%	.	5%	3%	-3%	-6%	-3%
9	N#CC1=C(N)SC(N)=C(C#N)C1c1cccc(O)c1	-18%	?	-16%	?	-11%	?	-4%	-9%	5%

An excerpt; count on the stated rates, not on these rows.
